# Screening data (PubChem BioAssay)
# LGR2 antag: inhibitors of bursicon-induced Drosophila LGR2 receptor cAMP signaling; HEK293 LGR2, CRE-luciferase, bursicon-stimulated, 4 h; inhibition, % at 9.99 µM; 0.35% of 380,000 active; AID 720647;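 active = drop in luminescence signal, shown as inhibition above about 50% in the replicate tests, limit read from the data, passing the limit was not always enough; inconclusive = probably only some replicates passing the limit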;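 note: agonist challenge used bursicon conditioned medium at about half maximal strength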
# SIRT5 inh: inhibitors of human sirtuin-5 desuccinylase; Purified SirT5, succinyl-peptide AMC, trypsin-coupled fluorescence; inhibition, % at 15 µM; 1.1% of 330,000 active; AID 652115; in the data active = inhibition above about 15%; inconclusive = no clear call, values can overlap the other calls
# Target sequence (Q9NXA8 whole entry, looked up): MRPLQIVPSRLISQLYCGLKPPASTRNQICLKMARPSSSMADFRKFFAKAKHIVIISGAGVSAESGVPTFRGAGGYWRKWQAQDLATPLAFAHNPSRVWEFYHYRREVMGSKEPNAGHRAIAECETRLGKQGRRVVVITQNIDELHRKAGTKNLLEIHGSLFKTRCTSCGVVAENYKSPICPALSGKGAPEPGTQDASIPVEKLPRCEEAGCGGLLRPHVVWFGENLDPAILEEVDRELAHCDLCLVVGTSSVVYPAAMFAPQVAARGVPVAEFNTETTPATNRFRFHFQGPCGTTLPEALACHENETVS
# S100A4 MyoIIA: inhibitors of human S100A4 binding to myosin IIA peptide | P26447 | S100A4/TAMRA-MyoIIA peptide fluorescence polarization | inhibition, % at 10.7 µM | 0.14% of 360,000 active;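 active = mean inhibition of at least 70% across replicates, with every replicate also reaching that level; inconclusive = mean inhibition reaches 70% but some replicates fall short; inactive = mean inhibition below 70%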
# Target sequence (P26447 whole entry, looked up): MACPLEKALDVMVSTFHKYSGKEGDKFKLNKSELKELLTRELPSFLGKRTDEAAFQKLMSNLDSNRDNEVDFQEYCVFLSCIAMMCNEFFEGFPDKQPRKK
#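 Test system – S100A4 monomer (human) · Compound – single-point compound testing · Schedule – 5 min incubation before reading · Probe or stimulus – TAMRA-labelled myosin IIA heavy-chain peptide probe, 5 nM · Benchmarks – neutral control DMSO, positive control TFP · Medium – Calcium-containing HEPES buffer, pH 7.2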
# esBAF inh: inhibitors of esBAF chromatin remodeling in mouse ES cells. Bmi1-luciferase knock-in reporter, 24 h; 100% = twice the neutral-well signal. reporter increase, % at 12.5 µM. 2% of 350,000 active. AID 602393; in the data active = activation above about 40%; inconclusive = no clear call, values can overlap the other calls;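 note: 0% = median of the plate's neutral control wells and 100% = double that signal; a rise in the Bmi1 reporter signal indicates esBAF inhibition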
# FN deposition inh: fibronectin deposition inhibition; AH1F fibroblasts, Alexa488-fibronectin deposition fluorescence, overnight; inhibition, % at 12.6 µM; 0.086% of 350,000 active; AID 743247;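 active = mean inhibition across replicates of 30% or more, regardless of how many single replicates reach that level; inconclusive = mean under 30% yet at least half of replicates reach 30%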;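 note: positive control wells lacked labelled fibronectin entirely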
#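 material = AH1F fibroblast monolayer depositing Alexa488-labelled fibronectin into matrix | amount = 10000 AH1F cells/well | buffer or medium = DMEM plus 2% serum, read in PBS | incubation = 1 h cell adhesion before compound, then overnight fibronectin incubation | detection = fluorescence at 485 nm excitation, 525 nm emission | evaluation = percent inhibition as loss of matrix-bound fibronectin fluorescence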
# C2C12 statin: suppressors of simvastatin-induced myotoxicity in C2C12 myotubes | ATP luminescence, 48 h; scaled: DMSO 0, geranylgeraniol control 100 | rescue of ATP level, % at 7.49 µM | 0.78% of 330,000 active | AID 602340;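 active = mean ATP rescue above about 67%, or every replicate alone reaching that limit, limit read from the data, passing the limit was not always enough; inconclusive = no clear call, values can overlap the other calls; inactive = mean under the limit and some replicate under it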;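 note: myotubes were challenged with 10 µM simvastatin during compound exposure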
# CASP6 VEID inh: blocks human caspase-6 cleavage activity; inhibition, % at 12.5 µM; 0.53% of 350,000 active; purified caspase-6, Z-VEID-R110 cleavage fluorescence; P55212;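 active = mean inhibition across replicates at least about 35%, with every replicate also reaching that limit, limit read from the data; inconclusive = only one of the two criteria met; inactive = neither criterion met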;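 note: 0% = median of neutral control wells and 100% = no fluorescence left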
# Target sequence (P55212 24-179 limits assumed): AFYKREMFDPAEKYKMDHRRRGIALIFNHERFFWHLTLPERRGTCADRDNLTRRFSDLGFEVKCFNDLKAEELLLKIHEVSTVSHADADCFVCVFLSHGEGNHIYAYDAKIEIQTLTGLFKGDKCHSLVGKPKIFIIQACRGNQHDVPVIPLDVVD
# Target sequence (P55212 194-293 limits assumed): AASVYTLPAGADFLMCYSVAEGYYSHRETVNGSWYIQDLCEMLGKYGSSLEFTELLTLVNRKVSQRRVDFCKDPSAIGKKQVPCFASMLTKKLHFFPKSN
# * hit, by the source's call; ? = inconclusive; · = not tested or not shown.
SMILES,LGR2 antag,SIRT5 inh,S100A4 MyoIIA,esBAF inh,FN deposition inh,C2C12 statin,CASP6 VEID inh
O=C(COc1ccc(F)cc1)Nc1cc(Cl)ccc1-n1cncn1,-3,-4,-1,13,·,-14,-3
COc1cc(/C=C(\NC(=O)c2ccccc2)C(=O)Nc2nccs2)ccc1OC(C)=O,6,5,-14,-5,-7,-4,2
O=C1COc2ccc(C(=O)COC(=O)CNC(=O)c3ccccc3)cc2N1,-2,-5,-14,·,3,·,-2
CN1CCN(CCc2nc3cc(NC(=O)COc4ccc([N+](=O)[O-])cc4)ccc3n2C)CC1,-9,3,-4,-3,11,-4,0
Cc1c(CC(=O)O)c(=O)oc2cc(OCc3ccc(Br)cc3)ccc12,-11,-35,1,12,4,10,1
CCN1C[C@@H]2[C@@H]3C(=O)N(Cc4ccccc4)C(=O)[C@@H]3[C@](CC)(C(=O)OC)N2C1=NC,-8,6,-4,-3,2,29,1
CS(=O)(=O)N1CCN(c2ccccc2NC(=O)Nc2cccc(Cl)c2)CC1,-1,1,-3,-3,-10,-8,3
COc1ccc(-n2c(SCc3cccnc3)nc3c(c2=O)SCC3)cc1OC,0,-3,7,-3,0,-8,-5
CC1(C(=O)NS(=O)(=O)Cc2cccc(Cl)c2)CCN1C(=O)Cc1ccc(Cl)cc1Cl (configuration not stated),-15,·,-2,-5,·,-7,-2
CO[C@@H]1CN(C)C(=O)c2ccc(NC(=O)C3CCCCC3)cc2OC[C@H](C)N(Cc2cccnc2)C[C@H]1C,16,1,-3,5,4,5,3
C[C@@H]1CN([C@@H](C)CO)C(=O)c2cccc(NS(=O)(=O)c3cn(C)cn3)c2O[C@@H]1CN(C)C,1,0,3,0,-3,4,-2
O=C(Nc1ccc(Cl)cn1)c1cccc(S(=O)(=O)N2CCOCC2)c1,·,·,·,-7,-1,11,·
COc1ccc(CNC(=O)c2sc(=O)n(Cc3ccc(C)cc3)c2C)cc1OC,-46,·,-2,-10,3,23,-6
COc1cccc(OCc2nc(-c3cccc([N+](=O)[O-])c3)no2)c1,5,-1,0,·,5,·,8
CCCCCCCCN1C(=O)[C@@H](CC(=O)NCCCN2CCCC2=O)C[C@@]2(C(=O)OC)C1=C[C@H](C1CCCC1)O[C@@H]2C,·,·,-3,·,-6,·,-1
O=C(O)C12CC3CC(C1)CC(n1ncc(NCc4ccccc4)c(Cl)c1=O)(C3)C2,-1,3,-6,-1,-9,7,1
CCCC(C(=O)NC(C)(C)C)N(Cc1ccc(F)cc1)C(=O)c1snc(C(N)=O)c1N (configuration not stated),10,-1,0,8,7,5,0
O=C(C[C@H]1CC[C@H]2[C@@H](COC[C@H](O)CN2Cc2cc(F)ccc2F)O1)NCc1ccccc1,7,1,1,0,6,-15,0
O=C(O)CN1C(=O)/C(=C\C(Br)=C\c2ccccc2)SC1=S,-9,5,-15,7,-4,11,19
CCOc1ccc(C(=O)n2cnnc2N)cc1,7,13,2,·,3,·,-2
Cc1cc(O)c(N=Cc2cc3c(cc2[N+](=O)[O-])OCO3)cc1C,·,-2,2,·,16,·,5
CCCc1nnc(NS(=O)(=O)c2ccc(OC)cc2)s1,7,0,-5,·,-4,·,1
CCN(C(=O)COC(=O)CSc1ccccc1)c1c(N)n(Cc2ccccc2)c(=O)[nH]c1=O,11,-2,-4,·,2,·,-2
COc1cc(S(=O)(=O)N2CCCCC2)c(OC)cc1Br,6,-2,-3,·,-3,·,-1
CCCCn1c(N)c(N(CC(C)C)C(=O)c2cc(-c3ccc(OC)cc3)nc3ccccc23)c(=O)[nH]c1=O,-3,1,-2,3,-2,-33,2
# Continued:
SMILES,LGR2 antag,SIRT5 inh,S100A4 MyoIIA,esBAF inh,FN deposition inh,C2C12 statin,CASP6 VEID inh
Cc1ccc(C(=O)COC(=O)CCN2C(=O)C3C4C=CC(C5CC45)C3C2=O)cc1 (configuration not stated),6,1,-1,-2,-4,7,-1
C[C@H](CO)N1C[C@H](C)[C@H](CN(C)Cc2ccc(-c3ccccc3)cc2)Oc2c(NS(=O)(=O)c3cccs3)cccc2C1=O,-2,-1,-7,-4,·,4,-1
Cc1ccc(Cl)cc1N(CC(=O)N1CCCCCC1)S(C)(=O)=O,·,·,·,4,-3,4,·
CCSc1nc(O)cc(=O)[nH]1,-15,9,0,2,3,-3,1
CCCNC(=O)Nc1ccc2c(c1)OC[C@H](C)N(C(=O)C1CC1)C[C@@H](C)[C@H](OC)CN(C)C2=O,11,-2,59,-2,-41,-15,7
C[C@@H]1CN([C@H](C)CO)C(=O)Cc2cc(NC(=O)Nc3cccc4ccccc34)ccc2O[C@H]1CN(C)C(=O)Nc1ccc2c(c1)OCO2,-2,·,6,2,·,-6,1
O=C(Nc1ccccc1N1CCCCC1)c1ccc(-c2cccc(Cl)c2)o1,0,-1,-4,·,4,·,-3
O=C(O)c1cc(S(=O)(=O)Nc2ccc3c(c2)OCCO3)c(Cl)cc1Cl,18,0,-2,-72,-23,-6,2
COc1cc(C(=O)NNC(=O)c2ccc(S(=O)(=O)N3CCCCC3)cc2)cc(OC)c1OC,1,1,4,·,9,·,-1
Cc1ccc(C(=O)OCC(=O)NCCC2=CCCCC2)cc1N,-6,·,-1,·,1,·,0
Cc1noc(C)c1CSCC(=O)Oc1ccc(N(C)S(=O)(=O)c2ccc(Cl)cc2)cc1,18,-1,-9,4,2,23,0
COCC(=O)N(C)C[C@H]1Oc2ncc(-c3ccccc3F)cc2C(=O)N([C@H](C)CO)C[C@@H]1C,15,0,-6,-5,2,-4,2
O=c1cc(CN2CCN(S(=O)(=O)c3ccc4c(c3)OCCO4)CC2)c2ccc(O)cc2o1,·,·,·,4,-4,1,·
COc1ccc(N(C(=O)c2cc3ccccc3oc2=O)C2C=CS(=O)(=O)C2)c(OC)c1 (configuration not stated),-9,6,55,·,-1,·,1
Fc1ccc(CSc2nnc(-c3ccncc3)o2)cc1,10,-2,-2,1,0,9,-1
CCN(Cc1cc2cc(C)ccc2[nH]c1=O)S(=O)(=O)c1ccccc1,·,·,·,5,4,0,·
CCCN(CCO)Cc1cccc(Br)c1,-4,·,·,-2,-7,12,·
O=C(NC(=S)N(Cc1ccccc1)Cc1ccccc1)C1CCCCC1,·,·,·,-3,3,-1,·
Cc1cc2c(=O)oc(-c3ccc(F)cc3)nc2s1,35,-1,4,7,-10,-25,2
Cc1nn(C)c(C(=O)Nc2ccn(Cc3c(F)c(F)cc(F)c3F)n2)c1[N+](=O)[O-],-2,·,·,-2,-9,-13,·
COc1ccc(Cc2nnc(NC(=O)c3ccco3)s2)cc1,·,·,·,24,-1,13,·
CO[C@H]1CN(C)C(=O)c2ccc(NC(=O)Nc3cc(F)ccc3F)cc2OC[C@@H](C)NC[C@@H]1C,6,6,5,0,1,-4,1
CC(NC(=O)COC(=O)COc1ccc(Cl)cc1)c1ccccc1 (configuration not stated),-15,-2,49,·,-11,-14,2
CC(C)CCN(C(=O)CNC(=O)c1ccco1)C(C(=O)NC1CCCCC1)c1ccco1 (configuration not stated),·,·,·,0,-1,10,·
CCN(CC)CCN1C(=O)C(=O)/C(=C(/O)c2c(C)[nH]c(C(=O)OC)c2C)C1c1ccccc1 (configuration not stated),·,·,·,7,-1,-7,·
# Next part:
SMILES,LGR2 antag,SIRT5 inh,S100A4 MyoIIA,esBAF inh,FN deposition inh,C2C12 statin,CASP6 VEID inh
CCCCNC1=CC(=O)C(=O)c2ccccc21,11,0,-2,·,-3,·,28
C[C@@H](CSc1ccccc1)CN1CC[C@H](C(C)(C)C)CCC1=O,-4,7,-4,-2,0,-1,1
COc1ccccc1C(=O)NCC(=O)OCC(=O)N(CC(C)C)c1c(N)n(Cc2ccccc2)c(=O)[nH]c1=O,15,-1,-8,2,-4,0,-1
CC(C)(C)C(=O)Nc1ncc(C(F)(F)F)cc1Cl,·,·,·,-9,-16,0,·
N#C[C@H]1[C@@H](c2ccc(C3=CCCC3)cc2)[C@H](CO)N1C(=O)NC1CCCCC1,4,-7,0,·,2,·,1
O=C(O)c1cccc(NC(=O)c2ccccc2NC(=O)c2cccs2)c1,-5,·,0,1,-10,12,-1
CN(CC(=O)N1CCN(c2cccc(Cl)c2)CC1)S(=O)(=O)c1cccs1,-5,·,·,-2,-4,-36,·
C[C@H](CO)N1C[C@H](C)[C@H](CN(C)C(=O)C2CCCCC2)OCCCC[C@H](C)Oc2ccc(NC(=O)Nc3ccc(F)cc3)cc2C1=O,13,3,-2,2,·,·,1
Nc1cc(=O)[nH]c(SCc2csc(-c3ccccc3)n2)n1,-18,0,0,·,-1,·,-3
O=C1c2c(-c3ccc(Br)cc3)noc2CCN1Cc1cn(C2CCCC2)nn1,10,0,3,·,8,·,4
Cc1ccc(S(=O)(=O)N2CCC(C(=O)Nc3ccccc3N3CCCC3)CC2)cc1C,11,-1,-2,5,-6,14,2
COc1ccc(-c2nc(C(=O)NCCCN3CCOCC3)cc3c2[nH]c2ccccc23)cc1OC,-8,·,1,9,·,-16,1
Cc1ccc(-c2nn(-c3ccccc3)cc2CC(=S)N2CCOCC2)cc1,1,5,0,-3,-10,-1,0
CSc1nc(Cl)c(C#N)c(-c2ccc(C)cc2)n1,7,2,3,6,·,-3,9
COc1cccc(CN2CCN(C(=O)c3cccc4ccccc34)CC2)c1,1,0,0,4,1,21,0
Cc1csc(Nc2cccc3ccccc23)n1,3,-2,8,·,-8,·,0
O=C(Cc1ccncc1)NCC[C@@H]1CC[C@H](NC(=O)C2CCCC2)[C@H](CO)O1,6,-2,5,0,6,10,0
C[C@@H]1CN([C@H](C)CO)C(=O)Cc2cc(NC(=O)C3CCCCC3)ccc2O[C@H]1CN(C)Cc1ccc(Oc2ccccc2)cc1,1,3,11,13,·,?,-2
CCOc1ccc(CNC(=O)CN2C(=O)C(c3ccccc3)Oc3cccnc32)cc1 (configuration not stated),4,-1,3,5,-1,-3,1
O=C(C[C@H]1C[C@H]2c3cc(NS(=O)(=O)c4ccc(F)cc4)ccc3O[C@H]2[C@H](CO)O1)N1CCOCC1,-4,-12,-17,0,-1,-4,0
CCN1CC=C2C(C#N)=C(N)C(C#N)(C#N)C(CCc3ccccc3)C2C1 (configuration not stated),·,·,·,7,12,-8,·
CC(=O)C1=C(C)N(Cc2ccc(F)cc2)C(=S)NC1c1ccc(Br)cc1 (configuration not stated),11,5,2,·,-1,·,-2
CC(C)(C)NC(=O)CSc1nncn1NCc1ccccc1,·,·,·,-1,4,6,·
CC(=O)N1CC[n+]2c(-c3ccc([N+](=O)[O-])cc3)csc21,·,1,3,·,-3,·,4
Cc1cc([N+](=O)[O-])ccc1NC(=O)Cc1ccc(F)cc1,-9,1,1,·,2,·,2
COc1ccc(C(=O)Nc2ccc3nc4n(c(=O)c3c2)CCCCC4)cc1OC,17,2,5,20,-7,-25,-2
C[C@H]1CN([C@@H](C)CO)S(=O)(=O)c2ccc(C3=CCCCC3)cc2O[C@@H]1CN(C)Cc1cccc(C(=O)O)c1,6,8,-15,2,-21,8,-1
Clc1ccc(-c2cc3ccccc3nc2N2CCOCC2)cc1,11,-4,-3,·,3,·,0

# The list is partial (hit frequency here may not be typical).
